iPSC survival up – enhancers of human iPSC single-cell survival | hiPSC single-cell survival, ATPlite luminescence; 100% = ROCK inhibitor wells, 0% = DMSO | survival enhancement, % at 20 µM | 360,000 compounds, 0.044% hits; in the data active means survival enhancement above about 18%;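 further: cells exposed to compounds for 16 hours before the ATP read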
PDI turbidity – blocks human protein disulfide isomerase activity | inhibition, % at 10 µM | AID 588391 | 350,000 compounds, 0.052% hits | PDI insulin aggregation turbidity, A650, 90 min;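 active means mean inhibition across replicates of 30% or more, whatever share of single replicates reach that level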;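 further: absorbance from insulin aggregation driven by PDI reduction with DTT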
Target sequence (P07237 whole entry, looked up): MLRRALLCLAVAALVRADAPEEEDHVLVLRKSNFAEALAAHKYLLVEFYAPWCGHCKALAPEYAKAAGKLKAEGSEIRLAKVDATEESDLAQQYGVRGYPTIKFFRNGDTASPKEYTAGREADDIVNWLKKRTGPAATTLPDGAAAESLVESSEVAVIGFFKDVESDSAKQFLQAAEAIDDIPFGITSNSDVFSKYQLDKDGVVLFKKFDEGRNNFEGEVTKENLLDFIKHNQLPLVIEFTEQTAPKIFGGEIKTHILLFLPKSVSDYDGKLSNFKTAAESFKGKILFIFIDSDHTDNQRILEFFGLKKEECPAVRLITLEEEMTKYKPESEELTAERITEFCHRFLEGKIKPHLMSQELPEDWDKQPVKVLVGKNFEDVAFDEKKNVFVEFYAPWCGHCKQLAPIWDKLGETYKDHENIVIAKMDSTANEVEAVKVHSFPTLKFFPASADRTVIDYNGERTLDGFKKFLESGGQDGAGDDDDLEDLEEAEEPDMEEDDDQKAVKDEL
Peg3 prom inh – Peg3 promoter activity inhibition. HeLa PEG-Prom luciferase reporter, luminescence, overnight. inhibition, % at 20 µM. 360,000 compounds, 1.7% hits;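 active means inhibition of at least 50% at 20 µM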
NR2E3 ag-1 – NR2E3 (human) agonism; Q9Y5X4; GST-NR2E3/biotin-RetCOR TR-FRET, 1536-well; inhibition of corepressor binding, % at 4.78 µM; 320,000 compounds, 0.12% hits; AID 2300;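 active means percent inhibition above the cutoff of mean plus 3 SD of all tested compounds, set per screening campaign, cut at about 20% in these data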;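 further: 0% = DMSO wells and 100% = biotin wells as full block of FRET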
Target sequence (Q9Y5X4 whole entry, looked up): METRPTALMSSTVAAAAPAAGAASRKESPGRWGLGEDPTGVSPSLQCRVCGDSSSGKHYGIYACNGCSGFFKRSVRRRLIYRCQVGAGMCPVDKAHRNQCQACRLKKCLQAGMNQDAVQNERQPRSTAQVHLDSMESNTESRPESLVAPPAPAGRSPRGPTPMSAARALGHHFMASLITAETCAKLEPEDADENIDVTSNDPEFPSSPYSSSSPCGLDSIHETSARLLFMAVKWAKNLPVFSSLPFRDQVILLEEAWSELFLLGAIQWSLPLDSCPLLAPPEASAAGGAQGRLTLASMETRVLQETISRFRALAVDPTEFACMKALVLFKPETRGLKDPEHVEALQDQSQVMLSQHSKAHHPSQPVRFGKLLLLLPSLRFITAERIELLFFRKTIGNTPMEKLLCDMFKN
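Material: NR2E3–RetCOR corepressor complex / Incubation: Compound–protein incubation for 5 h at 4 °C / Dosing: compound at 4.8 µM, single dose / Detection: time-resolved FRET / Benchmarks: high control biotin, low control 0.6% DMSO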
NR2E3 ag-2 – activates human NR2E3 receptor | 360,000 compounds, 0.35% hits | inhibition of corepressor binding, % at 3.98 µM | AID 602229 | CHO-S Gal4-NCOR/VP16-NR2E3 two-hybrid, luciferase | Q9Y5X4;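 active means inhibition above the mean of all tested compounds plus 3 SD, cut at about 70% in these data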;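 further: 0% = DMSO with NR2E3 transfected cells and 100% = cells lacking NR2E3 construct; higher means lower luciferase signal from less NR2E3 corepressor binding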
HIF-2a inh – inhibitors of HIF-2a; 786-0 RCC cells HIF-2a reporter, luciferase luminescence, overnight; inhibition, % at 18.8 µM; 360,000 compounds, 0.72% hits; AID 624352;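 active means inhibition of the luminescence signal of 40% or more relative to plate controls, in a single-dose primary screen at 18.75 µM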
Exocytosis inh – lytic granule exocytosis inhibition | TALL-104 LAMP-1 surface exposure, flow cytometry; cells stimulated with thapsigargin and PMA | inhibition, % at 10 µM | 360,000 compounds, 0.66% hits | AID 651702;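 active means inhibition above about 55%, limit read from the data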
TRPM1 prom inh – inhibitors of MITF-driven TRPM1 promoter in melanoma cells. SK-MEL-5 TRPM1 promoter luciferase, 24 h. inhibition, % at 12.5 µM. 330,000 compounds, 0.83% hits. AID 488899;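 active means mean inhibition across replicates of 60% or more, whatever share of single replicates reaches that level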; further: values of inactives mirror those of a sister screen read the other way
aDG glyco up – alpha-DG glycosylation activation; activation, % at 10 µM; Pro5-aDG cells, alpha-DG glycosylation AlphaScreen (IIH6); 0% Pro5, 100% B10-LARGE cell signal; 360,000 compounds, 0.22% hits;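 active means activation of at least 8% versus controls, or a plate z-score of at least 8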;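 further: Pro5 are CHO cells carrying HIG-tagged alpha-DG that lacks glycosylation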
CaV13 FRET inh – Disruptors of the CACNA1D IQ motif to Ca2+-dependent inactivation inhibitor domain association, primary screening, Förster resonance energy transfer in intact living …. AID 743397. 340,000 compounds, 0.098% hits. HEK cells, CFP/YFP FRET ICDI-IQ, plate reader, 10 min; percent FRET-ratio fall versus neutral wells. inhibition, % at 12.3 µM;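 active means mean replicate inhibition of at least 30% and at least 1% of replicates passing that level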;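 further: 0% = median of the neutral control wells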
Vif inh – blocks HIV Vif function; 340,000 compounds, 0.35% hits; HEK293T cells, Vif self-association by quenched fluorescence, imaging, 24 h; AID 602346; inhibition, % at 7.49 µM; in the data active means inhibition above about 50%, passing the limit was not always enough; further: some results filed as inactive read as strong as hits
* = called active by the depositor.

A first look, four compounds:
For N#C/C(=C\Nc1ccccc1O)c1nc2ccccc2o1 the results were iPSC survival up 0.4, PDI turbidity 5, Peg3 prom inh 1, NR2E3 ag-1 -1, NR2E3 ag-2 -28, HIF-2a inh -170, Exocytosis inh 86*, TRPM1 prom inh 7, aDG glyco up 0.2, CaV13 FRET inh -5 and Vif inh -13.
`Cc1ccc(-c2nsc(SCC(=O)NCC3CCCO3)n2)cc1` (configuration not stated) gave iPSC survival up -0.8, PDI turbidity -2, Peg3 prom inh -51, NR2E3 ag-1 2, NR2E3 ag-2 -69, HIF-2a inh -75, Exocytosis inh 0, TRPM1 prom inh -14, aDG glyco up 0.0, CaV13 FRET inh -8 and Vif inh -9.
For CCOC(=O)c1ccc(S(=O)(=O)N2CC(=O)Nc3ccccc32)cc1 the results were iPSC survival up -0.5, PDI turbidity 7, Peg3 prom inh 6, NR2E3 ag-1 5, NR2E3 ag-2 -16, HIF-2a inh -19, Exocytosis inh 0, TRPM1 prom inh 9, aDG glyco up 0.1, CaV13 FRET inh -4 and Vif inh 0.
For Cc1ccc(S(=O)(=O)N2C[C@H]3n4c(=O)ccc(=O)n4C[C@H](OC(=O)NCc4ccccc4)[C@@]3(O)C2)cc1 the results were iPSC survival up -3.2, PDI turbidity 11, Peg3 prom inh -11, NR2E3 ag-2 -2, HIF-2a inh 26, Exocytosis inh -4, aDG glyco up 0.0, CaV13 FRET inh -5 and Vif inh -3.

Main list, previewed entries included:
For N#C/C(=C\Nc1ccccc1O)c1nc2ccccc2o1 the results were iPSC survival up 0.4, PDI turbidity 5, Peg3 prom inh 1, NR2E3 ag-1 -1, NR2E3 ag-2 -28, HIF-2a inh -170, Exocytosis inh 86*, TRPM1 prom inh 7, aDG glyco up 0.2, CaV13 FRET inh -5 and Vif inh -13.
`Cc1ccc(-c2nsc(SCC(=O)NCC3CCCO3)n2)cc1` (configuration not stated) gave iPSC survival up -0.8, PDI turbidity -2, Peg3 prom inh -51, NR2E3 ag-1 2, NR2E3 ag-2 -69, HIF-2a inh -75, Exocytosis inh 0, TRPM1 prom inh -14, aDG glyco up 0.0, CaV13 FRET inh -8 and Vif inh -9.
For CCOC(=O)c1ccc(S(=O)(=O)N2CC(=O)Nc3ccccc32)cc1 the results were iPSC survival up -0.5, PDI turbidity 7, Peg3 prom inh 6, NR2E3 ag-1 5, NR2E3 ag-2 -16, HIF-2a inh -19, Exocytosis inh 0, TRPM1 prom inh 9, aDG glyco up 0.1, CaV13 FRET inh -4 and Vif inh 0.
For Cc1ccc(S(=O)(=O)N2C[C@H]3n4c(=O)ccc(=O)n4C[C@H](OC(=O)NCc4ccccc4)[C@@]3(O)C2)cc1 the results were iPSC survival up -3.2, PDI turbidity 11, Peg3 prom inh -11, NR2E3 ag-2 -2, HIF-2a inh 26, Exocytosis inh -4, aDG glyco up 0.0, CaV13 FRET inh -5 and Vif inh -3.
For CC[C@]1(C(=O)OC)[C@H]2C(=O)N(Cc3ccccc3)C(=O)[C@H]2[C@H]2CN(C)C(=NC)N21 the results were iPSC survival up 1.7, PDI turbidity -3, Peg3 prom inh -2, NR2E3 ag-2 -34, HIF-2a inh 5, Exocytosis inh -6, TRPM1 prom inh -6, aDG glyco up 0.1 and Vif inh 4.
c1ccc(SCc2cc(-c3ccccc3)no2)cc1 was read as iPSC survival up -0.8, PDI turbidity -6, Peg3 prom inh -320, NR2E3 ag-1 1, NR2E3 ag-2 -71, HIF-2a inh -384, Exocytosis inh 11, TRPM1 prom inh -85, aDG glyco up 0.5, CaV13 FRET inh -6 and Vif inh 12.
For CC(C)CN(C(=O)CN1C(=O)NC2(CCc3ccccc32)C1=O)C1CCS(=O)(=O)C1 (configuration not stated) the results were iPSC survival up -1.4, PDI turbidity 5, Peg3 prom inh 22, NR2E3 ag-1 1, NR2E3 ag-2 -2, HIF-2a inh 9, Exocytosis inh -4, TRPM1 prom inh 9, aDG glyco up -0.1, CaV13 FRET inh -6 and Vif inh 1.
For CCc1cc2c(=O)n(Cc3ccco3)c(SCC(=O)N3CCCc4ccccc43)nc2s1 the results were iPSC survival up -3.6, PDI turbidity 25, Peg3 prom inh 21, NR2E3 ag-1 1, NR2E3 ag-2 -13, HIF-2a inh 14, Exocytosis inh -1, TRPM1 prom inh 1, aDG glyco up -0.1, CaV13 FRET inh -6 and Vif inh -14.
`CN(C(=O)CSc1nc(-c2cccs2)nc2ccccc12)C1CCS(=O)(=O)C1` (configuration not stated) gave iPSC survival up 2.6, PDI turbidity 1, Peg3 prom inh 17, NR2E3 ag-2 -17, HIF-2a inh 2, Exocytosis inh -1, TRPM1 prom inh 5, aDG glyco up 0.0, CaV13 FRET inh -5 and Vif inh 1.
O=C(Nc1cccc(S(=O)(=O)N2CCOCC2)c1)c1cccc(S(=O)(=O)N2CCCC2)c1 was read as iPSC survival up -0.4, PDI turbidity 3, Peg3 prom inh 20, NR2E3 ag-2 -3, HIF-2a inh 19, Exocytosis inh -2, TRPM1 prom inh 14, aDG glyco up 0.2, CaV13 FRET inh -5 and Vif inh 2.
CCOC(=O)c1ccc(NC(=O)COc2ccc(-n3cnnn3)cc2)cc1 was read as iPSC survival up 6.8, PDI turbidity -2, Peg3 prom inh 5, NR2E3 ag-1 2, NR2E3 ag-2 -16, HIF-2a inh 5, Exocytosis inh 0, TRPM1 prom inh -11, aDG glyco up 0.0 and Vif inh 24.
`CCN(C(=O)C1CCN(c2nc(-c3ccc(OC)cc3)no2)CC1)c1ccc(OC)cc1` gave iPSC survival up 1.2, Peg3 prom inh 7, NR2E3 ag-1 -1, NR2E3 ag-2 44, HIF-2a inh 8, Exocytosis inh 10, aDG glyco up 0.5 and CaV13 FRET inh 1.
For Cc1ccc(C2/C(=C(/O)c3ccccc3)C(=O)C(=O)N2CCN2CCOCC2)o1 (configuration not stated) the results were iPSC survival up 3.0, PDI turbidity -4, Peg3 prom inh 8, NR2E3 ag-1 3, NR2E3 ag-2 -8, HIF-2a inh 12, Exocytosis inh 1, TRPM1 prom inh -5, aDG glyco up 0.3, CaV13 FRET inh -5 and Vif inh -1.
For O=C(CCCN1C(=O)c2ccccc2C1=O)Nc1ccc(Br)cn1 the results were iPSC survival up 0.4, PDI turbidity -3, Peg3 prom inh 2, NR2E3 ag-1 -2, NR2E3 ag-2 1, HIF-2a inh -8, Exocytosis inh 1, TRPM1 prom inh -9, aDG glyco up -0.2, CaV13 FRET inh -7 and Vif inh 1.
Screening CCOC(=O)C1=C(C)NC(=S)NC1c1cc(C)sc1C (configuration not stated) returned iPSC survival up -0.1, PDI turbidity 0, Peg3 prom inh 13, NR2E3 ag-1 2, NR2E3 ag-2 16, HIF-2a inh 17, Exocytosis inh 2, TRPM1 prom inh 6, aDG glyco up -0.1, CaV13 FRET inh 2 and Vif inh 0.
COc1ccc(N(CC(=O)NCc2ccccn2)S(=O)(=O)c2ccccc2[N+](=O)[O-])c(OC)c1 was read as iPSC survival up -0.4, PDI turbidity 3, Peg3 prom inh 21, NR2E3 ag-1 3, NR2E3 ag-2 -5, HIF-2a inh 14, Exocytosis inh -2, TRPM1 prom inh 0, aDG glyco up -0.1, CaV13 FRET inh 0 and Vif inh 3.
For O=C1N(c2ccccc2C(F)(F)F)O[C@]1(c1ccccc1)C1CCCC1 the results were iPSC survival up 5.5, PDI turbidity -5, Peg3 prom inh 77*, NR2E3 ag-1 2, NR2E3 ag-2 15, HIF-2a inh 5, Exocytosis inh 0, TRPM1 prom inh 17, aDG glyco up 0.8, CaV13 FRET inh -11 and Vif inh -2.
O=C(CCC(=O)Nc1cc(C(F)(F)F)ccc1Cl)N/N=C\c1cc([N+](=O)[O-])ccc1O was read as iPSC survival up 0.2, PDI turbidity -54, Peg3 prom inh 32, NR2E3 ag-1 -4, NR2E3 ag-2 -26, HIF-2a inh -2, Exocytosis inh 27, TRPM1 prom inh 24, aDG glyco up 0.1, CaV13 FRET inh -19 and Vif inh -10.
`Cn1c(N)c(C(=O)COC(=O)c2cccs2)c(=O)n(C)c1=O` gave iPSC survival up -0.7, PDI turbidity 10, Peg3 prom inh 5, NR2E3 ag-1 1, NR2E3 ag-2 -8, HIF-2a inh -8, Exocytosis inh -3, TRPM1 prom inh 5, aDG glyco up 0.1 and Vif inh 1.
Screening O=C(NCc1ccccc1)C1CCCN1C(=O)Nc1ccccc1[N+](=O)[O-] (configuration not stated) returned iPSC survival up 0.5, PDI turbidity 3, Peg3 prom inh 7, NR2E3 ag-2 -14, HIF-2a inh 5, Exocytosis inh 5, TRPM1 prom inh 4, aDG glyco up 0.0, CaV13 FRET inh -5 and Vif inh 3.
For Cc1cc(CN(C)Cc2cn(C)nc2-c2ccc(Oc3ccccc3)cc2)on1 the results were iPSC survival up -0.9, PDI turbidity 6, Peg3 prom inh 13, NR2E3 ag-1 2, NR2E3 ag-2 -1, HIF-2a inh -2, Exocytosis inh 12, TRPM1 prom inh 9, aDG glyco up 0.2, CaV13 FRET inh -5 and Vif inh 8.
`O=C(NC1CCC(O)CC1)c1ccc(NS(=O)(=O)c2cccc([N+](=O)[O-])c2)cc1` (configuration not stated) gave iPSC survival up -0.3, PDI turbidity -1, Peg3 prom inh 16, NR2E3 ag-1 -1, NR2E3 ag-2 17, HIF-2a inh 15, Exocytosis inh 6, TRPM1 prom inh -5, aDG glyco up -0.3, CaV13 FRET inh -18 and Vif inh 34.
For CC1N(C(=O)N2CCOCC2)CCN1S(=O)(=O)c1cccc(C(F)(F)F)c1 (configuration not stated) the results were iPSC survival up 0.4, PDI turbidity 0, Peg3 prom inh -6, NR2E3 ag-1 2, NR2E3 ag-2 -9, HIF-2a inh 4, Exocytosis inh 10, TRPM1 prom inh 3, aDG glyco up 0.1, CaV13 FRET inh -3 and Vif inh 3.
`COc1ccc(Cn2nnnc2C(CC(C)C)N2CCN(c3ccccc3)CC2)cc1` (configuration not stated) gave iPSC survival up -0.5, PDI turbidity 17, Peg3 prom inh 22, NR2E3 ag-1 -4, NR2E3 ag-2 -9, HIF-2a inh 12, Exocytosis inh -2, TRPM1 prom inh 1, aDG glyco up 0.0, CaV13 FRET inh -2 and Vif inh 5.
Cc1ccc(-n2ncc3c2CC(C)(C)CC3NC(=O)CCCN2CCCCC2=O)cc1 (configuration not stated) was read as iPSC survival up 0.1, PDI turbidity -8, Peg3 prom inh 16, NR2E3 ag-1 -3, NR2E3 ag-2 -10, HIF-2a inh 17, Exocytosis inh 0, TRPM1 prom inh 8, aDG glyco up 0.2, CaV13 FRET inh -12 and Vif inh -4.
`CCN(CC(=O)Nc1cc(S(=O)(=O)N2CCOCC2)ccc1Cl)Cc1ccccc1` gave iPSC survival up -3.6, PDI turbidity 13, Peg3 prom inh 21, NR2E3 ag-1 -1, NR2E3 ag-2 42, HIF-2a inh 16, Exocytosis inh -7, TRPM1 prom inh 12, aDG glyco up 0.6 and CaV13 FRET inh -2.

Bioassay records (PubChem)

Random draw from the library; about 3.5% have a hit in one of these screens.
